# GSK3B inh – blocks human GSK3beta kinase activity; P49841; GST-GSK3beta kinase, ADP-Glo luminescence, 60 min; hits give low values; AID 2097; 300,000 compounds, 0.038% hits; activity score (negative = inhibition), % at 10 µM;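 active means more than half of replicate wells score below -50%, meaning over 50% inhibition versus plate controls; inconclusive means some replicates but at most half score below -50%; inactive means no replicate scores below -50%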;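 further: 0% = median DMSO wells and -100% = median GW8510 positive control wells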
# Target sequence (P49841 whole entry, looked up): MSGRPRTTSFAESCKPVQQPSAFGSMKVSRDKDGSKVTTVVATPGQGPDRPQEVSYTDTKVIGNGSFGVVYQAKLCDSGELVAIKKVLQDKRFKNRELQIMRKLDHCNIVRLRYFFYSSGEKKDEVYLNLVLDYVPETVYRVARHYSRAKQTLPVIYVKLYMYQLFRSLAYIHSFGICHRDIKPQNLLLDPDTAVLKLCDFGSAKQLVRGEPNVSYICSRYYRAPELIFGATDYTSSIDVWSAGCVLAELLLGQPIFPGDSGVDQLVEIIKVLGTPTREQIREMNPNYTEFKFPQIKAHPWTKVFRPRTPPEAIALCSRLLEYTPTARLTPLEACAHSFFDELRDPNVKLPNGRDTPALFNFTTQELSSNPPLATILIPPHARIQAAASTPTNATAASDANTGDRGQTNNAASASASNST
#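 Assay system: GST-fused GSK3beta enzyme, cell-free / Medium: Tris pH 7.5 buffer with MgCl2, DTT, BSA, heparin / Also added: peptide substrate plus 25 µM ATP (final) / Compound: 10 µM single point / Timing: kinase reaction with compound 60 min at room temperature / Detection: ADP-Glo luminescence / Benchmarks: DMSO neutral wells and GW8510 at 20 µM as positive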
# HSF1 inhib – HSF1 inhibition; AID 2098; NIH3T3-HGL HSE-luciferase, MG132-induced, luminescence 8 h; hits give low values; 300,000 compounds, 0.77% hits; activity change, negative = inhibition, % at 7.5 µM (by protocol);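 active means more than half of replicate wells show activity change below -50%, luminescence cut by over half; inconclusive means some wells, but at most half, below -50%; inactive means no replicate well below -50%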;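 further: luciferase reports HSF-1 transcriptional activity via heat shock element; 0% = median of DMSO wells and -100% = zero luminescence signal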
# HSF-1 act – increases HSF-1 driven luciferase reporter signal. NIH3T3-HGL HSF-1 luciferase reporter, MG132, 8 h; 100% = twice DMSO control signal. activation, % at 9 µM. 300,000 compounds, 1.7% hits. AID 504408;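 active means mean replicate activation of at least 50% with a set share of replicates each reaching 50%; inconclusive means only one of those two conditions met; inactive means mean below 50% and too few replicates reaching it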;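 further: 0% = median of the neutral control wells and 100% = twice that signal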
# KLF5 inh – inhibitors of KLF5 expression; DLD-1 KLF5 promoter-luciferase reporter, luminescence; inhibition, % at 5 µM; 290,000 compounds, 0.23% hits; AID 1700;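 active means inhibition above a per-plate limit of that plate's mean compound inhibition plus 3 SD, cut at about 60% in these data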;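 further: 0% = DMSO wells and 100% = LY294002 at 200 µM; higher means less KLF5 promoter-driven luciferase light; inactives centre near -14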
# GSK3A inh – inhibitors of human GSK-3 alpha kinase; inhibition, % at 10 µM; ADP-Glo luminescence, 60 min; 320,000 compounds, 0.1% hits;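 in the data active means inhibition above about 50%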;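 further: GST-tagged GSK-3 alpha with peptide substrate and 25 µM ATP; 0% = DMSO neutral wells and 100% = GW8510 positive control wells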
# Target sequence (P49840 whole entry, looked up): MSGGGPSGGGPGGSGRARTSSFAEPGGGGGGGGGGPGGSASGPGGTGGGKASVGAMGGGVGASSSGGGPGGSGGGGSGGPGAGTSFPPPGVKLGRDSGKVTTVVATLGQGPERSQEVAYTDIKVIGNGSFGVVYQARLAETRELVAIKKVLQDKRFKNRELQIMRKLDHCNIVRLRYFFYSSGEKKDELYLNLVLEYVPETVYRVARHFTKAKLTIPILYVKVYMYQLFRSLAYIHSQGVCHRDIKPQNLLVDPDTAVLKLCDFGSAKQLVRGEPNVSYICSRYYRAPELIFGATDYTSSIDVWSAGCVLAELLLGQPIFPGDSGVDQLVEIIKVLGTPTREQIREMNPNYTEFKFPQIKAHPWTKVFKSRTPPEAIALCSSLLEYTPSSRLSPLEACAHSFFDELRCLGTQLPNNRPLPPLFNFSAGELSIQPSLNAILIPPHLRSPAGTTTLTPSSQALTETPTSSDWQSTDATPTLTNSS
# aSyn 5UTR inh – 5' untranslated region of α-synuclein, MLPCN primary screen | alpha-synuclein 5'UTR reporter, inhibitor activity | AID 1813 | 300,000 compounds, 0.82% hits | inhibition, % (tested at 7.5 µM); in the data active means inhibition above about 60%; inconclusive means no clear call, values can overlap the other calls;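 further: H4 neuroglioblastoma cells stably carrying SNCA 5'UTR luciferase fusion; 0% = DMSO wells and 100% = positive control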
# PolyA inh – yeast polyadenylation inhibition. AID 1875. 300,000 compounds, 0.02% hits. S. cerevisiae SKY197-pL101 polyadenylation reporter, beta-gal luminescence; efflux-impaired pdr1/pdr3 knockout yeast; score 100 = 6 SD above DMSO. calls only at 12 µM;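 active means lowest replicate activity score at least 50, where 100 means six control SD above control mean; inconclusive means lowest score under 50 but half or more replicates reach 50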;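 further: yeast exposed to compound for 9 h at 30 °C; higher score means more reporter readthrough which indicates perturbed polyadenylation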
# HSP90 inh – HSP90 refolding inhibition in rabbit reticulocyte lysate; AID 1789; luciferase refolding luminescence, 3 h; 290,000 compounds, 0.91% hits; inhibition, % at 5.6 µM;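 active means inhibition above the screen-wide mean plus 3 SD, computed separately per campaign, cut at about 16% in these data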;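 further: 0% = DMSO wells and 100% = 60 µM geldanamycin wells; inhibitors lower the luminescence because luciferase stays unfolded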
# AI-2 QS mod – modulators of Vibrio harveyi AI-2 quorum sensing system. activity change, % at 7.5 µM. Vibrio harveyi JMH597 AI-2 luminescence/OD600 ratio, 9 h; hits give low values; strain lacks LuxN and CqsS sensors; 0 = neutral-control median. 300,000 compounds, 0.4% hits; in the data active means activity change below about -75%, passing the limit was not always enough; inconclusive means no clear call, values can overlap the other calls;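 further: luminescence divided by OD600 gain over 9 h not by final OD600 alone; inactives centre near 13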
# IEC-6 tox – kills IEC-6 intestinal cells in KLF5 counter-screen | IEC-6 cytotoxicity, luminescence viability | inhibition, % at 5 µM | 290,000 compounds, 0.78% hits; in the data active means inhibition above about 22%;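 further: 0% = plate median of test compound wells and 100% = cytotoxic reference compound wells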
# Active calls of the source: *; i = inactive; ? = inconclusive; . = no result given.
1	CCOC(=O)N1CCC(NC(=O)c2cnc3n(c2=O)CCS3)CC1
2	COc1ccc(S(=O)(=O)Cc2ccccc2)cc1N
3	CCC(C)(C)NC(=O)C(c1ccco1)N(C(=O)CNC(=O)c1cccs1)c1cccnc1 (stereo unspecified)
4	CN(C)Cc1nc2ccccc2c(=O)n1Cc1nc(-c2cccc([N+](=O)[O-])c2)cs1
5	CCc1ccccc1S(=O)(=O)Cc1ccc(C(=O)NC(C)C)o1
6	CN(C)c1ccc(NC(=O)CSc2nc(N)c(C(=O)Nc3ccc(N(C)C)cc3)s2)cc1
Screen / compound no.	1	2	3	4	5	6
GSK3B inh	0	2	1	3	0	0
HSF1 inhib	-8	0	4	17	4	21
HSF-1 act	-1	-2	6	40	1	6
KLF5 inh	-12	-3	23	-4	-50	-18
GSK3A inh	-1	-2	-4	-2	0	-3
aSyn 5UTR inh	4	-24	11	3	-9	-151
PolyA inh	i	i	i	i	i	i
HSP90 inh	2	-3	1	4	-2	-5
AI-2 QS mod	-4	13	2	-5	14	5
IEC-6 tox	6	-2	0	9	-1	-4

7	CCCC(C)C(=O)N(Cc1ccccc1)c1ccccn1 (stereo unspecified)
8	O=C(CSc1ncn[nH]1)N1N=C2/C(=C/c3ccco3)CCCC2C1c1ccco1 (stereo unspecified)
9	O=C(NCCCn1ccnc1)C(=O)NCC1OCCN1S(=O)(=O)c1cc(F)ccc1F (stereo unspecified)
10	CN(C(=O)COC(=O)COc1ccc(Cl)cc1)C1CCCCC1
11	CC(C)C[C@@H](C(=O)NC1CC1)N1C(=O)N2CCc3c([nH]c4ccccc34)[C@@]2(C)C1=O
12	COc1cc(CNCCO)cc(Br)c1OCc1cccs1
Screen / compound no.	7	8	9	10	11	12
GSK3B inh	2	-8	2	3	-2	2
HSF1 inhib	-2	-9	-87*	7	3	-2
HSF-1 act	18	13	-89	3	3	-1
KLF5 inh	1	-12	-10	-10	-16	0
GSK3A inh	-3	0	-3	-1	-2	.
aSyn 5UTR inh	19	39	5	-4	2	-18
PolyA inh	i	i	i	i	i	i
HSP90 inh	-1	3	0	6	2	-1
AI-2 QS mod	13	3	36	7	13	12
IEC-6 tox	-7	5	-3	0	0	7

# Copied from the list.
# Entry of COc1cc(CNCCO)cc(Br)c1OCc1cccs1 under GSK3B inh: 2
# Entry of O=C(NCCCn1ccnc1)C(=O)NCC1OCCN1S(=O)(=O)c1cc(F)ccc1F (stereo unspecified) under HSP90 inh: 0

# (more compounds)
13	FC(F)(F)c1ccc(CN2C[C@@H]3C(c4ccccc4)C4(c5ccccc5)CC3(C4)[C@H]2c2ccccc2)cc1 (stereo partly specified)
14	CC1CC(C)CN(c2ncnc3c2cnn3C)C1 (stereo unspecified)
15	Cc1nn(C)c(C(=O)N2CCc3ccccc32)c1Cl
16	CC1CCCCN1S(=O)(=O)c1ccc(S(=O)(=O)N2CCN(c3ccc(F)cc3)CC2)cc1 (stereo unspecified)
17	CCOc1cc(C2NN=C(c3ccccc3)S2)ccc1OCc1ccc(F)cc1 (stereo unspecified)
18	O=C(c1ccc2c3c(cccc13)CC2)C1CCCN(C(=O)c2cccnc2)C1 (stereo unspecified)
Screen / compound no.	13	14	15	16	17	18
GSK3B inh	1	1	5	0	4	1
HSF1 inhib	4	-6	-24	14	30	3
HSF-1 act	-6	-17	-35	10	56*	6
KLF5 inh	.	-16	-19	-31	-115	-14
GSK3A inh	.	-24	1	-3	-1	3
aSyn 5UTR inh	-34	16	28	8	-129	3
PolyA inh	i	i	i	i	i	i
HSP90 inh	.	0	-1	0	-1	1
AI-2 QS mod	21	-10	23	40	27	12
IEC-6 tox	.	0	-2	2	2	7

19	CCOc1ccc(-c2nc(C)sc2CC(=O)O)cc1
20	CC1CN(S(=O)(=O)c2cccc3nsnc23)CC(C)O1 (stereo unspecified)
21	COc1ccc(NC(=O)c2c3c(nc4ccccc24)CCC3)cc1
22	Cc1cccc(C)c1NS(=O)(=O)c1ccc(-c2ccc(=O)[nH]n2)o1
23	CCCCOC(=O)N1CCOCCOCCN(C(=O)OCCCC)CCOCCOCC1
24	CC1=NN(c2ccc(C)cc2)C(=O)/C1=C\C=C\c1ccccc1
Screen / compound no.	19	20	21	22	23	24
GSK3B inh	-2	4	2	3	2	4
HSF1 inhib	2	1	0	6	7	7
HSF-1 act	-4	19	-12	3	5	14
KLF5 inh	-23	-17	-70	-11	6	4
GSK3A inh	-4	0	4	3	-11	2
aSyn 5UTR inh	21	11	-16	1	4	-51
PolyA inh	i	i	i	i	i	i
HSP90 inh	-2	-4	1	-7	0	0
AI-2 QS mod	23	17	29	17	-10	16
IEC-6 tox	-4	-10	0	3	4	-8

# 3 entries out of the list, ordered by formula weight, largest number first:
23	CCCCOC(=O)N1CCOCCOCCN(C(=O)OCCCC)CCOCCOCC1
20	CC1CN(S(=O)(=O)c2cccc3nsnc23)CC(C)O1 (stereo unspecified)
24	CC1=NN(c2ccc(C)cc2)C(=O)/C1=C\C=C\c1ccccc1
Screen / compound no.	23	20	24
GSK3B inh	2	4	4
HSF1 inhib	7	1	7
HSF-1 act	5	19	14
KLF5 inh	6	-17	4
GSK3A inh	-11	0	2
aSyn 5UTR inh	4	11	-51
PolyA inh	i	i	i
HSP90 inh	0	-4	0
AI-2 QS mod	-10	17	16
IEC-6 tox	4	-10	-8

# The results go on.
25	Cc1c(NS(=O)(=O)c2cc(C(=O)NCc3ccco3)cc(Cl)c2Cl)c(=O)n(-c2ccccc2)n1C
26	CS(=O)(=O)N1CCN(c2ccc(NC(=O)c3ccc([N+](=O)[O-])o3)cc2)CC1
27	CC(=O)N/N=C/c1cc([N+](=O)[O-])ccc1OCCOc1ccccc1
28	CN(C)CCCn1c(=S)[nH]c2sc3c(c2c1=O)CCCC3
29	O=C(c1ccco1)N1CCN(c2ncnc3scc(-c4cccs4)c23)CC1
30	CC(C)NC(=O)NC(=O)COC(=O)c1ccccc1O
Screen / compound no.	25	26	27	28	29	30
GSK3B inh	2	9	2	-2	-2	-1
HSF1 inhib	7	.	-2	-6	-1	4
HSF-1 act	-2	.	-17	-17	3	-9
KLF5 inh	.	-21	-14	-7	-2	-13
GSK3A inh	-2	.	.	5	0	-2
aSyn 5UTR inh	0	72*	-14	-37	13	-10
PolyA inh	i	i	i	i	i	i
HSP90 inh	.	-1	-3	0	-2	5
AI-2 QS mod	11	29	13	16	5	26
IEC-6 tox	.	25*	0	8	1	1

# (continued)
# Every second line gives: GSK3B inh	HSF1 inhib	HSF-1 act	KLF5 inh	GSK3A inh	aSyn 5UTR inh	PolyA inh	HSP90 inh	AI-2 QS mod	IEC-6 tox
31. Cc1sc2ncnc(SCC(=O)N(C)C3CCS(=O)(=O)C3)c2c1C (stereo unspecified)
  -1	-11	-31	3	0	0	i	2	11	7
32. CCNc1cc(S(=O)(=O)C(F)(F)F)ccc1N
  0	-9	0	-2	-1	-25	i	4	-2	-1
33. O=C(COC(=O)c1ccccc1Oc1ccccc1)NCc1ccco1
  0	2	1	-14	1	-4	i	0	-2	2
34. CN1C(=O)NC(NC(=O)C2CCCCC2)(C(F)(F)F)C1=O (stereo unspecified)
  -1	-5	-19	-25	5	11	i	-2	3	-1
35. COc1ccc(C(=O)NCC(=O)OCc2ccc(F)cc2Cl)cc1OC
  -1	-9	-8	-10	3	0	i	2	21	-3
36. Brc1ccc(/C=N/Nc2nc3ccccc3o2)cc1
  -3	20	63*	-200	-1	-191	i	2	-2	1
37. COc1ccc(CCn2c(C(C)C)nc3c(c(=O)c4ccccc4n3C)c2=O)cc1
  2	7	33	-32	3	51	.	-1	12	-5
38. COC(=O)[C@@H]1C[C@@]2(O)[C@@H](O)[C@@H](O)[C@@H](O)C[C@H]2N1Cc1cc(OC)cc(OC)c1
  -19	-6	-4	.	-1	17	i	.	-1	.
39. O=c1c(O)c(-c2ccc3c(c2)OCO3)oc2ccccc12
  2	6	24	9	-2	-133	i	4	6	1
40. COCCCn1c2nc3ccccc3nc2c2c(=O)n(Cc3ccccc3Cl)cnc21
  2	3	-16	.	0	-22	i	.	11	.
41. O=C(NCCc1c[nH]c2ccccc12)/C(=C/c1cccnc1)NC(=O)c1ccco1
  -2	-3	-13	-5	-2	10	i	-3	-2	-3
42. COc1cc(-c2cc(C(F)(F)F)n3ncc(C(=O)O)c3n2)cc(OC)c1OC
  -2	-10	-6	-41	2	-4	i	-3	34	2
43. O=C(N1CCCC1)C(F)(F)Oc1ccc(F)cc1
  -3	4	8	-21	-4	-4	i	-3	5	-2
44. O=[N+]([O-])c1cccc(Nc2nc(Cl)nc(Cl)n2)c1
  2	3	0	-12	-3	-45	i	-5	14	0
45. CCOc1ccccc1NC(=O)CC1NCCNC1=O (stereo unspecified)
  -2	2	-4	-10	-1	20	i	0	13	-1
46. CCc1nnc(NC(=O)c2nc3nc(C)cc(C)n3n2)s1
  2	-1	-1	-16	-3	1	i	3	43	-3
47. COc1ccc(OC)c(NC(=O)C2CC(C)=C(C)CC2C(=O)O)c1 (stereo unspecified)
  -4	-1	14	-17	-3	8	i	-2	2	-4
48. CCOC(=O)c1ccc(NC(=O)c2ccccc2)cc1
  0	16	21	-107	-4	-252	i	5	25	9
49. CC(=O)c1cccc(NC=C2C(=O)OC3(CCCCC3)OC2=O)c1
  -4	18	30	6	1	-26	i	-1	16	-3
50. CCCOC(=O)Nc1cccc(C(C)=O)c1
  0	2	-10	-18	-3	-10	i	-1	1	-3
51. CCOC(=O)c1c(-c2ccccc2)csc1NC(=S)N(CC)CC
  1	-4	-9	-14	.	-6	i	2	12	-1
52. CC(C)C[C@@H](CSc1ccc(Br)cc1)N1CCN(CC(C)C)CCC1=O
  -3	-5	-20	.	5	-148	i	.	2	.
53. CCCCCCCCOC(=O)c1c(CSC(=N)N)n(C)c2cc(Br)c(OC(C)=O)cc12
  -6	-7	0	-10	-1	?	i	2	29	-6
54. CCN(CC)CCNC(=O)c1ccc(NC(=O)c2cn(-c3ccccc3)nc2-c2cccs2)cc1
  0	1	20	-43	3	-7	i	2	-1	7
55. C=CCNC(=S)NNC(=O)c1ccc(OC(C)C)cc1
  0	-2	5	-54	-1	-10	i	1	27	0
56. Cc1ccc(/C=N/NC(=O)c2cc3c(ccc4ccccc43)o2)o1
  0	-8	-4	-29	.	-4	.	3	17	-6
57. CCOC(=O)c1ccccc1NC(=O)c1cccc([N+](=O)[O-])c1
  3	-1	3	-42	-5	37	i	-3	25	0
58. COCC(=O)Nc1ccc(Br)cc1
  3	-4	-3	-24	-3	-4	i	4	18	-5

# Compound activity from PubChem BioAssay.

# Only part of the results is shown (hit frequency here may not be typical).
